GPR151 activ: activates the human receptor GPR151 | Q8TDV0 | PathHunter beta-arrestin GPR151 cells, luminescence | activation, % at 11.2 µM | hit rate 1% among 650,000; in the data active = activation above about 4.9%;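 also: 0% = median of compound wells and 100% = cells with positive control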
The depositor's hits bear a star. Not all compounds are listed; the hit share may differ from the screen's.

SMILES	GPR151 activ
CC1(O)CC(c2nc(-c3ccc4ccc(-c5ccccc5)nc4c3)c3c(N)nccn23)C1 (stereo not given)	4.1
